Yfh1-depleted yeast: mitochondrial function rescue without frataxin homolog – Friedreich's ataxia, plus single-dose screen, dose response (AID 1465); actives 0.074% (n = 220,000); one-dose fold induction at 50 µM; EC50 in µM for titrated hits; S. cerevisiae Yfh1-off respiration, WST-1 reduction, 72 h; higher fold induction means a stronger effect;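 active = fold induction of absorbance versus untreated yeast above a set limit, then at least 30% activation at any dose in follow-up; inconclusive = repeats straddling the limit, or above it without dose testing; inactive = fold induction below the set limit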;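 also: activators that raise dye reduction in frataxin-depleted yeast; strong numbers were not always called active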
P. falciparum M17LAP: P. falciparum M17LAP inhibitors, primary screen, biochemical, fluorogenic H-Leu-NHMec substrate, 1536-well (AID 1619); recombinant M17LAP, H-Leu-NHMec fluorogenic kinetic assay; higher % means a stronger effect; one-dose inhibition, % at 30 µM; IC50 in µM for titrated hits; actives 0.38% (n = 220,000);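 active = compound inhibiting the enzyme by more than half at any dose during confirmatory dose-response retesting; inconclusive = strong single-dose inhibitors picked by rank but not retested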;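 also: plate controls were full reaction with DMSO carrier for no effect and no enzyme background for full effect; strong numbers were not always called active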
MT stabilize HCS: microtubule stabilizers in HeLa cells | HeLa tubulin immunostaining HCS, 24 h; share of cells brighter than vehicle mean+2SD | % tubulin-high responders, % at 10 µM | AID 2205 | actives 0.83% (n = 200,000);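 active = plate Z-score above 3 for both tubulin-high and condensed-nucleus cell shares, with cell loss under 80%, at 10 µM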;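 also: anti alpha tubulin signal scored within the nucleus-defined area of each cell; some results filed as inactive read as strong as hits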
Autophagy HCS: autophagy modulation, high-content screen; calls only at 10 µM (by protocol); actives 0.98% (n = 190,000); MEF GFP-LC3 puncta imaging; test concentration mostly 10 µM; AID 463193;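 active = percentage of spot-positive cells more than 3 SD above its plate mean, without a fluorescence outlier flag or 80% toxicity; inconclusive = no clear call, values can overlap the other calls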;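 also: spot-positive cell cutoff set from DMSO-treated cells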
ER stress rescue: rescue of cells from ER stress-induced death, primary screen, 384-well, CSM14.1, thapsigargin, ATP luminescence (AID 1222); 190,000 tested, under 10 active; cellular ATP content (survival), % at 20 µM; hits with a dose series show EC50 in µM; CSM14.1 thapsigargin-induced death rescue, ATP luminescence; higher % means a stronger effect;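 active = EC50 below 50 µM in the dose-response confirmation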;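 also: death triggered by thapsigargin at about 15 µM added after 2 h compound pretreatment; cell ATP read after overnight thapsigargin exposure of roughly 18 to 22 hours; normalized against plate controls of thapsigargin alone and 5% DMSO vehicle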
Lipid droplet: modulators of hepatic lipid droplet formation; AID 1656; AML12 mouse hepatocytes, oleate lipid droplets, BODIPY imaging; inhibition, % at 6.5 µM; actives 0.4% (n = 240,000);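 active = lipid droplet intensity inhibited by at least 50%, with more than 500 cells counted; inconclusive = wells with under 300 cells, treated as cytotoxic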
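Assay system: AML12 mouse liver cells | Compound: 6.5 µM single-point dosing | Schedule: Overnight exposure | Technique: Fluorescence imaging, 20x objective, two fields per well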
Dynein transport: dynein cargo transport inhibition; 3617.4 mouse cells, GR-EGFP nuclear translocation imaging; test concentration mostly 20 µM; stimulated with dexamethasone, 1 µM; hits give low values; z-score, hits read low; actives 0.47% (n = 220,000); AID 1381;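 active = plate z-score of nuclear minus cytoplasmic receptor signal below a set negative limit, without overly bright fluorescence or cell loss, cut at about -3.5 in these data, passing the limit was not always enough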;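 also: z-score of nuclear minus cytoplasmic ring GR-EGFP intensity difference per well; some compounds called inactive have numbers as strong as hits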
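Also added – dexamethasone, 1.0 µM final · Buffer or medium – tet-free, stripped-serum medium · Schedule – induction 48 h, compound 1 h, agonist 30 min · Detection – formaldehyde fixation, Hoechst nuclear stain, 10x automated fluorescence imaging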
Ins promoter up: MIN6 insulin promoter up-regulation; MIN6 insulin promoter-GFP reporter, high-content imaging; hits give high values; z-score at 5 µM; actives 0.3% (n = 190,000); AID 1625;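 active = z-score above 3 at 5 µM with at least 500 cells counted in the well; inconclusive = wells under 500 cells, flagged as cytotoxic or low count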
M1AAP inhibition: malaria alanyl aminopeptidase activity blockers – biochemical, fluorogenic H-Leu-NHMec substrate, 1536-well (AID 1445). recombinant M1AAP, H-Leu-NHMec fluorogenic kinetic assay; higher % means a stronger effect. inhibition, % at 30 µM, or IC50 in µM where a hit was titrated. actives 0.42% (n = 220,000);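 active = primary inhibition above the hit cutoff, then over 50% inhibition at one or more dose response concentrations, cut at about 23% in these data, passing the limit was not always enough; inconclusive = conflicting primary data, or primary hits not chosen for dose response; inactive = low primary inhibition, or under 50% at every dose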;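 also: plate controls were DMSO full reaction for no effect and no enzyme background for full effect; strong numbers were not always called active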
Dynein transport cytoplasmic EGFP: further read-out of Dynein transport, marked with its call; z-score; measured here: cytoplasmic GR-EGFP intensity; hits give high values
Dynein transport nuclear GR-EGFP: further read-out of Dynein transport, marked with its call; z-score; measured here: nuclear GR-EGFP intensity;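 lower value marks the stronger effect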
Dynein transport cell count: further read-out of Dynein transport, marked with its call; z-score; measured here: cell count per field
Ins promoter up cell count: further read-out of Ins promoter up, marked with its call; cell count; measured here: cytotoxicity, nuclei count;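 total cells summed across four imaged fields per well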
Lipid droplet cells 6.5 µM: recorded beside Lipid droplet, whose call it bears; cell count; measured here: cell count, cytotoxicity flag;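 cells counted across two imaged fields per well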
MT stabilize HCS Hoechst-high %: recorded beside MT stabilize HCS, whose call it bears; % Hoechst-high responders; measured here: nuclear condensation Hoechst responders;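 share of cells brighter than vehicle mean plus two SD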
MT stabilize HCS cytotoxicity %: also measured in MT stabilize HCS; calls as there; toxicity, %; measured here: cytotoxicity by cell density;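 0% = mean cell density of plate MIN control wells and 100% = no cells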
Autophagy HCS cell loss 18 h: further read-out of Autophagy HCS, marked with its call; toxicity, %; measured here: cell loss, nuclei count;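 cell loss after 18 h compound exposure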
* hit, by the source's call; i = inactive; ? = inconclusive; . = not tested or not shown.

SMILES	Yfh1-depleted yeast	P. falciparum M17LAP	MT stabilize HCS	MT stabilize HCS Hoechst-high %	MT stabilize HCS cytotoxicity %	Autophagy HCS	Autophagy HCS cell loss 18 h	ER stress rescue	Lipid droplet	Lipid droplet cells 6.5 µM	Dynein transport	Dynein transport cytoplasmic EGFP	Dynein transport nuclear GR-EGFP	Dynein transport cell count	Ins promoter up	Ins promoter up cell count	M1AAP inhibition
CC(C)(C)c1ccc(NC(=O)c2c(F)cccc2Cl)cc1	i	-6%	.	.	.	.	.	.	-3	643	-0.19	-0.19	-0.31	1.6	1.3	1388	5%
CCC1=NC(c2ccc(Br)cc2)N(O)C1(C)C (centres undefined)	i	8%	5.3	3.1	8.7	i	11	-1.0%	3	704	-0.79	-0.32	-0.024	0.83	0.51	1299	0%
Cc1nnc(NC(=O)CSc2nc(C(C)C)nc3ccccc23)s1	i	10%	36	8.9	52	i	-20	-2.2%	-2	637	-0.078	-0.22	-0.21	-0.64	0.12	1733	2%
O=C(O)C1Nc2c(O)cccc2C2C=CCC12 (centres undefined)	i	10%	8.7	2.3	4.3	i	1	-0.1%	-7	664	-0.45	-0.25	-0.33	0.14	-0.82	1543	?
CCOc1cc(C(=O)NC(=S)Nc2cccnc2)cc(OCC)c1OCC	i	-4%	1.5	2.1	11	i	-11	-4.7%	17	655	-0.0089	-0.21	0.05	0.74	-0.56	1198	9%
COC(=O)c1cccc(NC(=S)N2CCCCC2)c1	i	5%	3.7	1.0	5.5	i	2	1.2%	0	688	1.2	-0.29	0.83	0.063	0	1487	0%
Cc1ccc(-c2nc(N)sc2C)cc1	i	-1%	2.8	1.7	4.2	i	-7	-1.9%	-7	593	1.3	-0.32	0.037	-0.46	.	.	1%
COc1ccc(OC)c2sc(NNC(=O)COc3ccccc3)nc12	i	4%	3.3	1.9	0.8	i	20	1.4%	0	666	2.1	-0.0033	0.7	-2.3	0.05	1604	-11%
COc1cc(C(=O)Nc2ccc(O)cc2C(=O)O)ccc1OC(C)=O	i	35%	2.9	1.5	0.0	i	-5	-0.4%	.	.	2	-0.12	1.7	-0.59	0.35	1586	5%
CCOc1cc(C(=O)Nc2ccc3c4c(cccc24)C(=O)N3CC)cc(OCC)c1OCC	i	0%	2.1	2.0	4.1	i	-3	-2.9%	14	779	-0.9	-0.19	-0.21	0.37	0.35	834	4%
CC(CO)Nc1nc(SCc2ccccc2)nc2sc3c(c12)CCC3 (centres undefined)	i	38%	2.5	2.2	16	i	3	-1.4%	.	.	-0.092	-0.13	-0.66	-0.31	0.41	1625	12%
CN(C)c1ccc(/C=N/NC(=O)c2cccc(N3CCCC3=O)c2)cc1	i	-3%	1.9	2.7	7.0	i	-3	-0.9%	6	759	-0.77	-0.08	-0.54	-0.11	0.73	1116	4%
Cc1ccc(S(=O)(=O)NC(C)C(=O)NC2CCCCCC2)cc1 (centres undefined)	i	12%	2.6	2.2	5.6	i	-11	-1.6%	1	725	0.3	-0.24	0.54	-0.67	0.17	1173	-1%
CNS(=O)(=O)c1ccc(NCC2COc3ccccc3O2)c([N+](=O)[O-])c1 (centres undefined)	i	12%	2.7	3.0	6.3	i	-1	-2.1%	35	692	-0.25	-0.24	-0.11	0.4	-0.7	1230	3%
COc1cc(/C=C(\C#N)C(=O)NCC2CCCO2)ccc1OCCC(C)C (centres undefined)	i	0%	.	.	.	.	.	.	-15	702	-0.84	-0.24	-0.035	1.4	0.47	1111	6%
O=[N+]([O-])c1ccc(/C=N\N2CCN(c3ccc(Cl)cc3)CC2)cc1	i	7%	5.4	2.8	7.2	i	19	0.2%	.	.	-0.38	-0.22	0.2	0.5	0.62	1237	-8%
COc1cc(/C=C(/C#N)C(=O)NCCc2c[nH]c3ccccc23)ccc1OCc1ccccc1F	i	1%	2.9	1.4	7.7	i	-27	-2.4%	.	.	-0.051	-0.21	0.51	-0.011	0.25	1481	0%
C=C(C)C(=O)Oc1ccc(N2C(=O)CCC2=O)cc1	i	15%	.	.	.	.	.	.	10	671	-0.71	-0.16	0.41	-1.1	.	.	12%
COc1ccc([N+](=O)[O-])cc1NS(=O)(=O)c1ccc(C)cc1	i	0%	.	.	.	.	.	.	0	747	-0.45	-0.034	0.3	0.16	0.12	956	8%
COC(=O)N/N=C/c1ccc(-c2ccc(Cl)c(Cl)c2)o1	i	13%	6.0	2.6	2.9	i	15	-3.3%	-3	518	0.45	-0.24	0.013	-0.16	0.96	1438	10%
CCOc1c2ccc(C(=O)NCc3ccc(C)cc3)cc2nn1CCOC	i	-78%	2.5	1.0	5.2	i	21	0.0%	.	.	0.088	-0.21	0.45	0.077	0.97	1452	0%
O=C(N/N=C/c1ccc(C(=O)O)cc1)C1=NNC(c2ccccc2)(c2ccccc2)C1	i	13%	5.2	1.5	3.0	i	9	0.4%	11	663	0.25	-0.32	-0.2	0.19	0.67	1412	8%
CCNC(=S)NNC(=O)c1csc2c1CCC(C)C2 (centres undefined)	i	-2%	3.8	2.4	3.9	i	1	-0.7%	.	.	-0.77	-0.17	-0.9	1.5	.	.	-6%
CC(c1nnc(SCC(=O)NC(=O)NCc2ccco2)n1-c1ccc(Cl)cc1)N(C)C (centres undefined)	i	-7%	3.6	2.7	11	i	8	0.9%	.	.	-0.86	-0.23	-0.6	0.74	0.75	1344	11%
Cc1ccc(NC(=O)NC(=O)N(C2CCCCC2)S(=O)(=O)c2ccccc2)cc1	i	-15%	1.2	1.2	13	i	-5	-1.8%	17	585	0.26	0.94	1.2	-1.5	0.69	1318	3%

New compounds follow:
SMILES	Yfh1-depleted yeast	P. falciparum M17LAP	MT stabilize HCS	MT stabilize HCS Hoechst-high %	MT stabilize HCS cytotoxicity %	Autophagy HCS	Autophagy HCS cell loss 18 h	ER stress rescue	Lipid droplet	Lipid droplet cells 6.5 µM	Dynein transport	Dynein transport cytoplasmic EGFP	Dynein transport nuclear GR-EGFP	Dynein transport cell count	Ins promoter up	Ins promoter up cell count	M1AAP inhibition
Cc1cc(C)n(-c2ccc(C(=O)O)cc2)n1	i	-8%	0.7	1.2	6.7	i	4	0.1%	0	612	0.35	-0.22	0.61	0.36	1.8	1522	-5%
Cc1ccc(C)c(NC(=O)c2c(Cl)nc3ccccn23)c1	i	5%	3.3	1.9	4.8	i	-1	0.0%	-14	684	-0.38	-0.35	0.1	0.46	-0.19	1281	0%
CC(C)N1CCC(N2CCN(Cc3cccnc3)CC2CCO)CC1 (centres undefined)	i	-1%	4.0	3.3	5.0	i	9	-0.5%	1	683	-0.3	-0.31	-0.35	0.61	0.81	1579	3%
CCSc1nc2ccccc2c(=O)n1OCC(=O)OC	i	-5%	1.6	1.9	10	i	-13	5.2%	-3	741	-0.32	-0.35	-0.083	0.75	0.33	900	-2%
O=C(CCc1ccccc1)NNC(=S)NC(=O)c1ccccc1	i	41µM*	3.6	1.4	2.4	i	-18	-1.7%	.	.	-1.1	-0.18	0.041	2	0.07	1575	4%
CCN(C(=O)CSc1nnc(-c2ccncc2)n1Cc1ccccc1)C1CCS(=O)(=O)C1 (centres undefined)	i	15%	2.1	2.3	5.5	i	-8	1.9%	36	711	-0.58	-0.32	-0.14	0.47	0.34	1169	?
CCCC(c1nnnn1Cc1ccc(OC)cc1)N1CCC(C(N)=O)CC1 (centres undefined)	i	-11%	5.1	3.4	6.8	i	-8	-0.9%	.	.	3.8	-0.1	2	-1.6	-0.39	1626	1%
CN=C1SC(C(=O)O)CC(=O)N1C (centres undefined)	i	4%	2.4	2.1	9.2	i	1	2.9%	.	.	-0.53	-0.2	-0.18	0.4	0.17	1259	4%
CCOc1ccc(C(C)=O)cc1Cn1nc(C(=O)O)c2ccccc2c1=O	i	6%	1.7	1.7	6.4	i	-11	8.7%	.	.	-0.21	-0.2	0.066	0.11	0.79	1160	-2%
Cc1cccn2cc(CCNC(=O)c3ccco3)nc12	i	-5%	4.8	2.8	3.0	i	1	-1.6%	-2	646	-0.9	-0.32	-0.52	0.95	1.3	1988	-3%

Two entries from above, as labelled records.
CN=C1SC(C(=O)O)CC(=O)N1C (centres undefined)
  Yfh1-depleted yeast: i
  P. falciparum M17LAP: 4%
  MT stabilize HCS: 2.4
  MT stabilize HCS Hoechst-high %: 2.1
  MT stabilize HCS cytotoxicity %: 9.2
  Autophagy HCS: i
  Autophagy HCS cell loss 18 h: 1
  ER stress rescue: 2.9%
  Lipid droplet: .
  Lipid droplet cells 6.5 µM: .
  Dynein transport: -0.53
  Dynein transport cytoplasmic EGFP: -0.2
  Dynein transport nuclear GR-EGFP: -0.18
  Dynein transport cell count: 0.4
  Ins promoter up: 0.17
  Ins promoter up cell count: 1259
  M1AAP inhibition: 4%
CCOc1ccc(C(C)=O)cc1Cn1nc(C(=O)O)c2ccccc2c1=O
  Yfh1-depleted yeast: i
  P. falciparum M17LAP: 6%
  MT stabilize HCS: 1.7
  MT stabilize HCS Hoechst-high %: 1.7
  MT stabilize HCS cytotoxicity %: 6.4
  Autophagy HCS: i
  Autophagy HCS cell loss 18 h: -11
  ER stress rescue: 8.7%
  Lipid droplet: .
  Lipid droplet cells 6.5 µM: .
  Dynein transport: -0.21
  Dynein transport cytoplasmic EGFP: -0.2
  Dynein transport nuclear GR-EGFP: 0.066
  Dynein transport cell count: 0.11
  Ins promoter up: 0.79
  Ins promoter up cell count: 1160
  M1AAP inhibition: -2%

Assay outcomes (PubChem)
